# SRC1 TRFRET art = TR-FRET detection interference compounds, primary screen, artefact control for PPARgamma SRC-1 recruitment agonists, biochemical, TR-FRET emission ratio | TR-FRET detection artefact counter-screen; stronger effect = higher value | TR-FRET ratio at 8 µM | actives 0.34% (n = 99,000); in the data active means TR-FRET ratio above about 2300; further: inactives centre near 1800
# SRC3 TRFRET art = TR-FRET detection interference compounds, artefact control for PPARgamma SRC-3 recruitment agonists, biochemical, TR-FRET ratio | TR-FRET artefact counter-screen, PPARgamma/SRC-3 format; stronger effect = higher value | TR-FRET ratio at 8 µM | actives 0.39% (n = 99,000); in the data active means TR-FRET ratio above about 2000; further: inactives centre near 1600
# Starred values were filed as active, the others as inactive. Some of the compounds tested (hit frequency here may not be typical).
smiles	SRC1 TRFRET art	SRC3 TRFRET art
CCCOC(=O)c1ccc(NC(=O)c2nc3nc(C)cc(C)n3n2)cc1	1786	1402
Cc1ccc(NC(=O)COc2ccccc2[N+](=O)[O-])nc1	1750	1550
CC(=O)Nc1cc(-c2ccc(Cl)cc2)[nH]n1	1725	1460
COc1ccc(NC(=O)CSc2nnc(NC(=O)c3ccc(S(=O)(=O)N4CCOCC4)cc3)s2)cc1	1927	1840
Cc1nc(N2CCN(S(=O)(=O)c3ccccc3C#N)CC2)c2c(-c3cccs3)csc2n1	2227	2725*
Cc1cc(C(=O)Cn2nc(C(=O)O)c3ccccc3c2=O)c(C)n1-c1ccc(OC(F)F)cc1	1907	1825
O=C(COC(=O)c1ccc2c(c1)C(=O)N(Cc1ccncc1)C2=O)Nc1ccccc1[N+](=O)[O-]	1732	1831
CCOC(=O)C1=C(C)NC(C)=C(C(=O)OCC)C1C	1798	1731
COc1ccc(N(C(C)C(=O)NN=C2CCCCCCC2)S(C)(=O)=O)cc1 (stereo unspecified)	1719	1457
CC(C)CC(=O)NC(=S)Nc1ccc(NC(=O)c2ccco2)cc1	1759	1648
Cc1cc(C=O)c(C)n1-c1ccc(Cl)c(C(=O)O)c1	1666	1522
Cc1ccc(NC(=S)N2CCN(c3ccccn3)CC2)c(C)c1	1912	1890
CCCS(=O)(=O)N1CCN=C1SCc1cccnc1	1712	1573
COc1cc(NC(=O)c2ccc(F)cc2)c(OC)cc1NC(=O)CN1CCOCC1	1798	1542
CC(O)CNC12CC3CC(CC(C3)C1)C2 (stereo unspecified)	2005	1718
N=C1/C(=C/c2ccc(-c3cccc(C(=O)O)c3)o2)C(=O)N=C2SC=C(c3ccccc3)N12	1683	1650
COc1ccc(NC(=O)C(=O)NCCC2=CCCCC2)c(OC)c1	1939	1590
Cc1ccc(-c2nnn(CCOc3cccc(Br)c3)n2)cc1	1826	1655
O=C(NCc1cccs1)c1ccc(Br)o1	1792	1451
COc1cccc(/C=N/NC(=O)CCn2nnc3ccccc32)c1	1902	1697
CCO[C@@H]1OC(C(=O)Nc2ccccc2)=C[C@H](c2ccc(Br)cc2)[C@H]1CCCO	1574	1445
Cc1ccc(Cn2c(C(=O)NCCCN3CCOCC3)cc3sccc32)cc1	1771	1555
CCOC(=O)c1cnc(Nc2nc3ccccc3o2)nc1CSC(=S)N(CC)CC	1664	1609
Cc1[nH][nH]c(=O)c1C(c1c(C)[nH][nH]c1=O)c1cn(C)c2ccccc12	1862	1720
O=C(NC1CCCCC1)OCCN1CCN(Cc2ccccc2)CCC1=O	1806	1410
COc1ccc(C(=O)n2nc(-c3ccco3)nc2N)cc1OC	2066	1653
Cc1nc2cc(NC(=O)C3COc4ccccc4O3)ccc2s1 (stereo unspecified)	1881	1579
CC1(C)OC(=O)C(=CSc2ccc(C(C)(C)C)cc2)C(=O)O1	1627	1504
CSc1ccccc1NC(=O)CN1CCCCC1C (stereo unspecified)	1758	1619
CC(C)SCC(=O)Nc1ncc2c(n1)-c1ccccc1CC2	1800	1621
CCOC(=O)c1c(NC(=O)c2cc(-c3ccc(Cl)s3)nc3ccccc23)sc(C(N)=O)c1C	1786	1677
CCOc1ccc(-n2c(C)cc(/C=N\NC(=O)CC(=O)NC3CCCCC3)c2C)cc1	1821	1676
O=[N+]([O-])c1ccc(Cl)c(CN2CCSCC2)c1	1710	1591
O=C(NCc1ccccc1)C(=O)NCC(c1ccco1)N1CCN(c2ccccc2F)CC1 (stereo unspecified)	1756	1460
CCOc1ccccc1C(=O)NC(C(=O)Nc1cccc(S(N)(=O)=O)c1)C(C)C (stereo unspecified)	1616	1559
CCC(=O)Nc1ccc2c(c1)ncn2-c1ccc(C)cc1	1699	1473
Cc1ccc(-c2csc3ncnc(-n4nnc5ccccc54)c23)cc1	1803	2064*
COc1cc2c(cc1OC)-c1n[nH]c(=S)n1C(C)(C)C2	1947	1547
COc1cc(C(=O)NC(=S)NC(C)C)cc(OC)c1OC	1749	1519
C#CCOCCOCCOCCNc1nc(N2CCN(C(=O)Cn3cc(CCCCN)nn3)CC2)nc(N2CCN(C(=O)[C@H](C)n3cc(CCCN=C(N)N)nn3)CC2)n1	1746	1468
CCOC(=O)c1c(C)[nH]c(C(=O)Nc2ccc(NC(C)=O)cc2)c1C	1803	1581
Cn1nnnc1-c1cc(Cl)cc(Cl)c1	1905	1630
CCC(C)(C)NC(=O)/C=C/c1ccc(OC)c(S(=O)(=O)N2CCOCC2)c1	1934	1753
CCOCCOC(=O)c1ccc(NC(=O)c2cc(OC)c(OC)c(OC)c2Br)cc1	1591	1534
Cc1ccc(NS(=O)(=O)c2cccc(C(=O)NCC3(N(C)C)CCCCC3)c2)cc1	1837	1317
CCCNC(=O)Cn1c(=O)/c(=C\c2ccc(-c3cccc([N+](=O)[O-])c3)o2)s/c1=C\C(=O)C(C)(C)C	1890	1424
CCc1nnc(NC(=O)C2(C)COC(c3ccccc3)OC2)s1 (stereo unspecified)	1779	1652
O=C(CCC(=O)Nc1ccc(F)cc1)N/N=C/c1ccncc1	1730	1568
COc1ccc(C(=O)NCc2ccc3c(c2)OCO3)cc1	1830	1623
O=S(=O)(Nc1cccc2[nH]ncc12)c1cccs1	1878	1476

# Going on with the list:
smiles	SRC1 TRFRET art	SRC3 TRFRET art
CN(CCC#N)C(=S)Nc1ccc(Oc2ccccc2)cc1	1907	1629
O=C1CC(N2CCN(c3ncccn3)CC2)C(=O)N1CCc1ccccc1 (stereo unspecified)	1661	1549
O=C1C2C3C=CC(CC3)C2C(=O)N1/N=C/c1ccco1 (stereo unspecified)	1933	1780
Cn1cc(/C=C2\SC(=S)N(NC(=O)c3ccccc3)C2=O)c2ccccc21	1770	1700
CCCCCCCCCCS(=O)(=O)N/N=C/c1ccc(O)cc1	1836	1502
COC(=O)C1=C(C)N(Cc2ccc3c(c2)OCO3)C(=O)C1	1936	1600
Cc1ccc(-c2nn(-c3ccccc3)cc2/C=C/C(=O)OCC(=O)NC2CC2)o1	2017	1464
Cc1ccc(C2=NNC(c3ccc(Cl)cc3)=Nc3ccccc32)o1	1740	1639
Cc1cc2cc(CCNC(=O)c3c(-c4ccccc4Cl)noc3C)c(=O)[nH]c2cc1C	1600	1453
O=C(c1cnn(-c2ccc(Cl)cc2)c1)c1ccccc1O	1641	1770
CC(=O)N/C(=C\c1ccccc1)C(=O)NCC(=O)O	2024	1492
CC(C)C(C(=O)O)N1CCS(=O)(=O)CC1 (stereo unspecified)	1697	1485
Cc1ccc(NC(=O)NC(=O)CSc2n[nH]c(N)n2)c(C)c1	1593	1568
CCn1c(/C=C/Nc2ccccc2)[n+](CC)c2ccc(C(=O)OCC(F)(F)F)cc21	1954	1644
COCCCNc1nc2nonc2nc1N1C[C@H]2CC[C@H]1C2	1797	1772
CN(CCOc1ccc(Cl)cc1)C(=O)c1ccc(S(=O)(=O)N2CCOCC2)cc1	1861	1602
COc1ccc(NC(=O)CNc2ccc(C#N)cc2)cc1	1669	1378
CCN(CCNC(=O)C1CCN(c2nnc(-n3cccc3)s2)CC1)c1ccccc1	1876	1594
Cc1ccc2nc(Cl)c(C#N)cc2c1	1660	1490
COc1ccc(N/C(=N/c2nc(C)cc(C)n2)NC(=O)Nc2ccc(Cl)c(Cl)c2)c(OC)c1	1945	1570
CC1CC(OCC(O)C[N+]2(C)CCOCC2)CC(C)(C)C1 (stereo unspecified)	1767	1622
CC(=O)OCC12COC3c4ccccc4OC(C)(CC1C)C3C2C (stereo unspecified)	1967	1649
Oc1ccc(Cn2ccnc2)c2cccnc12	1737	1866
CCCCN(C)CCC(=O)Nc1ccc(F)c(F)c1	1750	1683
CCOc1cc(/C=C/c2ccc3cccc([N+](=O)[O-])c3n2)cc(Cl)c1O	1904	1626
O=S(=O)(Nc1ccc2c(c1)OCCO2)c1cnc[nH]1	1757	1411
O=C(/C=C/c1c(Cl)nc2ccccn12)N1CCCCC1	2097	1341
NC(=S)N=Nc1c(O)[nH]c2cc(F)c(F)cc12	2233	1639
COC(=O)C1(C(F)(F)F)N=C(C(F)(F)F)Nc2ccc(Cl)cc21 (stereo unspecified)	1965	1587
O=C(NCc1nnc(SCc2ccccc2)n1-c1ccccc1)C12CC3CC(CC(C3)C1)C2	1948	1496
O=C(NCc1cccnc1)c1ccc(Cl)c(S(=O)(=O)N2CCCCCC2)c1	1720	1381
CS(=O)(=O)N1CC(C(=O)O)Oc2ccc(CC(=O)O)cc21 (stereo unspecified)	2044	1719
CN(C)C(=O)COC(=O)c1ccccc1NC(=O)c1ccco1	1682	1555
O=C(c1cc2c(cc1Br)OCCCO2)N1CCCCC1	1856	1575
COc1ccccc1NC(=O)CCC(=O)OCc1ccc([N+](=O)[O-])cc1	1865	1610
CC(=O)Nc1ccc(/C=N/NC(=O)c2cc3ccccc3nc2C)cc1	1735	1661
Cc1[nH][nH]c(=O)c1/C=N/N1CCOCC1	1953	1650
O=C(N/N=C/c1coc2ccccc2c1=O)c1cn(-c2ccccc2)nc1-c1ccccc1	2225	1639
CCCCCC(O)c1cccc(OCc2ccc3ccccc3n2)c1 (stereo unspecified)	1966	1614
Cc1ccc(S(=O)(=O)NC(N)=NCCc2ccc(Cl)cc2)cc1C	1893	1552
CCOc1ccc(N2CC(C(=O)Nc3ccc4c(c3)OCO4)CC2=O)cc1 (stereo unspecified)	1759	1697
CCCn1c(SCc2ccccn2)nc2c1c(=O)n(C)c(=O)n2C	1626	1658
CCOC(=O)C1(C)NC(c2ccccc2F)C2C(=O)N(CC)C(=O)C21 (stereo unspecified)	1713	1401
CCNC(=S)Nc1ccc(N2CCCCC2)cc1	1625	1615
COc1ccc(C(=O)N2CCN(C(=O)c3ccco3)CC2)cc1	1734	1531
CC1CCCN(C(=O)CSc2nc3ncccc3[nH]2)C1 (stereo unspecified)	1783	1435
CCOC(=O)c1cc(C(=O)c2ccccc2O)cn2c(=O)c3c(C)c(C)sc3nc12	1814	1583
COc1ccc(CC2(CO)CCN(Cc3cnn(-c4ccc(F)cc4)c3)CC2)cc1	1952	1648
Cc1ccc(C(=O)CSc2nnc(N)s2)c(C)c1	1753	1794
COc1cc(-c2noc(-c3ccco3)n2)cc(OC)c1OC	1654	1543

# Exported as labelled records: part of the list above.
Cc1ccc(S(=O)(=O)NC(N)=NCCc2ccc(Cl)cc2)cc1C
  SRC1 TRFRET art: 1893; SRC3 TRFRET art: 1552
CCOc1ccc(N2CC(C(=O)Nc3ccc4c(c3)OCO4)CC2=O)cc1 (stereo unspecified)
  SRC1 TRFRET art: 1759; SRC3 TRFRET art: 1697
CCCn1c(SCc2ccccn2)nc2c1c(=O)n(C)c(=O)n2C
  SRC1 TRFRET art: 1626; SRC3 TRFRET art: 1658
CCOC(=O)C1(C)NC(c2ccccc2F)C2C(=O)N(CC)C(=O)C21 (stereo unspecified)
  SRC1 TRFRET art: 1713; SRC3 TRFRET art: 1401

# Back to the main list; the 2 compounds before the break are reprinted first.
smiles	SRC1 TRFRET art	SRC3 TRFRET art
Cc1ccc(C(=O)CSc2nnc(N)s2)c(C)c1	1753	1794
COc1cc(-c2noc(-c3ccco3)n2)cc(OC)c1OC	1654	1543
CCC(C)NC(=O)CNC(=S)N(Cc1ccc(F)cc1)C1CCCCC1 (stereo unspecified)	1804	1640
S=c1[nH]nc(-c2ccc3ccccc3n2)n1-c1ccccc1Cl	1988	1516
CCCN1C2CCCC1CC(NC(=S)NCCCOCC)C2 (stereo unspecified)	1781	1660
CCNC(=S)NNC(=O)c1cc(Br)cs1	1726	1335
CC(C)Oc1ccc(CCc2n[nH]c(=S)n2-c2ccccc2)cc1	1687	1677
N=C1S/C(=C\c2ccc(-c3ccccc3C(=O)O)o2)C(=O)N1c1ccc2c(c1)OCO2	1658	1638
O=C(NC1CCCCC1)C(c1ccc(F)cc1)N(Cc1ccco1)C(=O)c1ccccn1 (stereo unspecified)	1798	1467
CC(C)OCCCNC(=O)CCC(=O)NNc1nc2ccccc2c2nc(-c3ccccc3)nn12	1608	1413
O=C(Nc1ncccc1Cl)c1ccccc1F	1536	1430
O=C(CNS(=O)(=O)c1cccc2nonc12)NCc1ccc(F)cc1	1926	1765
CCCCCCc1cc2cc(S(=O)(=O)c3ccc(F)cc3)c(=O)oc2cc1O	1780	1544
Cc1ccc(C)c(OCC(=O)NC(Cc2c[nH]c3ccccc23)C(=O)O)c1 (stereo unspecified)	1921	1549
COc1ccc(/C=C/CN2CCN(Cc3cccc(OC)c3)C(CCO)C2)cc1 (stereo unspecified)	1603	1443
O=C(Nc1ccc([N+](=O)[O-])cn1)c1cc(-c2cccc(Br)c2)nc2ccccc12	1817	1792
O=C(NC(=S)NCCO)c1cn(-c2ccccc2)nc1-c1ccccc1	1861	1553
CCCNc1ncnc2onc(C)c12	1697	1356
CN1CCC(Oc2ccc(Sc3ccccc3)cc2)CC1	1675	1654
CCN1CCN(CCCN(Cc2ccco2)C(=S)Nc2cc(Cl)ccc2C)CC1	1856	1621
COC(=O)c1ccc2c(c1)N(Cc1cc(C)ccc1C)C(=O)c1ccccc1S2=O (stereo unspecified)	2089	1664
CNC(=O)COC(=O)c1cc(SC)ccc1Cl	1884	1545
Cc1cc(C)nc(SCc2ccc([N+](=O)[O-])cc2)n1	1778	1635
CC(=O)NCCC1CCCCN1Cc1nc(Cc2cccc(C(F)(F)F)c2)no1 (stereo unspecified)	1638	1458

# High-throughput results: PubChem BioAssay, The Scripps Research Institute Molecular Screening Center
